From PubChem BioAssay
V-ATPase pHluor: regulators of yeast V-ATPase proton pumping, primary screen, pHLuorin cytosolic pH fluorescence; S. cerevisiae; response, % at 10 µM; actives 0.37% (n = 350,000); in the data active = response mostly above about 7.3%, no sharp cut-off; inactive = mostly below about 5.4%; note: actives read high; inactives centre near 0; some compounds called inactive have numbers as strong as hits; reference of the scale not given here
PKA-R1A activ: activators of PKA-R1A holoenzyme, primary screen, biochemical, fluorescence polarization, Cy5-IP20, bovine R1A, mouse PKAc; cAMP-dependent protein kinase type I-alpha regulatory subunit (Bos taurus) + …; PKA-R1A dissociation; scaled: DMSO 0%, 113 µM cGMP 100%; activation, % at 11.4 µM; actives 0.083% (n = 340,000);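 active = percent activation above the mean of all tested compounds plus 3 SD, cut at about 19% in these data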;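 note: higher means more PKAc released from R1A so a rise in polarization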
HTR5A ag: HTR5A agonists in luminescence cell assay, primary screen, counter-screen for OPRM1-OPRD1 heterodimer agonist project, full-deck HTS; 5-hydroxytryptamine receptor 5A (Homo sapiens), P47898; cell-based; activation, % at 9.3 µM; actives 0.61% (n = 340,000); in the data active = activation mostly above about 9.5%, no sharp cut-off; inactive = mostly below about 7.6%;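 note: 0% = cells with vehicle only and 100% = reference agonist; strong numbers were not always called active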
HTR5A inv ctr: HTR5A inverse agonists in luminescence cell assay, primary screen, counter-screen for OPRM1-OPRD1 heterodimer inverse agonist project, full-deck HTS; inhibition, % at 9.3 µM; AID 504634, 2011; HTR5A cell line, inverse agonism; 5-hydroxytryptamine receptor 5A (Homo sapiens), P47898; actives 0.083% (n = 340,000); in the data active = inhibition mostly above about 23%, no sharp cut-off; inactive = mostly below about 18%;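 note: 0% = cells with DMSO and 100% = no-cell wells with DMSO; some compounds called inactive have numbers as strong as hits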
OPRM1-OPRD1 inv: inverse agonists of MOR-DOR heterodimerization, primary screen, cell-based, luminescence; Mu-type opioid receptor (Homo sapiens) + Delta-type opioid receptor (Homo sapiens), …; AID 504357, 2011; cell-based MOR-DOR heterodimer luminescence, inverse agonism; actives 0.21% (n = 340,000); inhibition, % at 9.3 µM; in the data active = inhibition above about 22%, passing the limit was not always enough;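 note: 0% = cells with DMSO and 100% = wells without cells with DMSO; values of inactives mirror those of a sister screen read the other way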
Target sequence (P35372 whole entry, looked up): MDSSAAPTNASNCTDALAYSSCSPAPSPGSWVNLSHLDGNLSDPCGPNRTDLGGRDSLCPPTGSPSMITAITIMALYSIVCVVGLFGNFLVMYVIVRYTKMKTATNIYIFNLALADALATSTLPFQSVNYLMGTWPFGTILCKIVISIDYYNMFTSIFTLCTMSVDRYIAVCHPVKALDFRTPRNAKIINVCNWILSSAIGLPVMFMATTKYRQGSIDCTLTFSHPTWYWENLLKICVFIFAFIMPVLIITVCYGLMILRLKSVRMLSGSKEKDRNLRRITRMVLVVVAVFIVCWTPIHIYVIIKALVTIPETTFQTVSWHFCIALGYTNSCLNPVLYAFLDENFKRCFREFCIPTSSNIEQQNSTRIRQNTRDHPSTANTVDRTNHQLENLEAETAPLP
Target sequence (P41143 whole entry, looked up): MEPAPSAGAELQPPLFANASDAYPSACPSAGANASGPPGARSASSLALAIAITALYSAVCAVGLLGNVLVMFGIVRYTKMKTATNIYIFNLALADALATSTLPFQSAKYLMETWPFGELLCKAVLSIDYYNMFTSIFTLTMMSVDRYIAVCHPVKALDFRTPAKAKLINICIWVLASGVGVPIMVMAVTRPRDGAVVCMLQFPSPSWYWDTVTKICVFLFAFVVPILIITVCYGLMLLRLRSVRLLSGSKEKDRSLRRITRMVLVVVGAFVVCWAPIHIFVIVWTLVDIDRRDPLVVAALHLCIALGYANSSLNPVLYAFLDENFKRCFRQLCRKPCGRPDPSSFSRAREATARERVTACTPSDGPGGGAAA
DAGLB inhibitor: DAGLB lipase inhibitors, primary screen, biochemical, fluorescence, HTS; Diacylglycerol lipase-beta (Homo sapiens), Q8NCG7; AID 504411, 2011; HEK293T DAGLB membrane lysate, EnzChek fluorogenic substrate; inhibition, % at 5.17 µM; actives 0.059% (n = 340,000); in the data active = inhibition above about 34%;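 note: 0% = enzyme with vehicle and 100% = wells lacking enzyme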
Arr AP2 block: inhibitors of beta-arrestin/AP2 binding, primary screen, biochemical, GPCR trafficking, flow cytometry. beta-arrestin 1 C-terminal peptide binding to AP2 beta2-adaptin appendage (human). FITC-arrestin peptide / GST-AP2 beads; AP2 beta2 appendage carries R879A mutation. inhibition, % at 10 µM. actives 0.31% (n = 340,000);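 active = inhibition above a set limit, near 3 SD of compounds lacking own fluorescence, cut at about 54% in these data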;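 note: plate controls were DMSO wells for no effect and 5 µM unlabelled arrestin peptide for full effect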
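System: GST-AP2 R879A bound to glutathione beads, E. coli-expressed. Also added: 50 nM FITC-arrestin peptide. Schedule: compound with beads 12 min RT, then probe 1 h RT. Signal: bead flow cytometry, FITC channel. Read-out basis: percent response.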
Pemphigus Ab inh: inhibitors of pemphigus antibody binding to DSG3, primary screen, biochemical, bead-based, flow cytometry, scFv-GFP; binding (percent of control), % at 10 µM; AID 588358, 2011; DSG3-coupled beads, scFv-anti-DSG3-GFP binding; active compounds read low; Desmoglein-3 (Homo sapiens), P32926; actives 0.48% (n = 310,000);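 active = binding more than 3 SD below its plate's average and above zero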;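 note: hits lower antibody fragment binding to DSG3; some compounds called inactive have numbers as strong as hits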
OPRM1-OPRD1 ag: agonists of OPRM1-OPRD1 heterodimerization, primary screen, cell-based, luminescence. cells. activation, % at 9.3 µM. actives 0.3% (n = 340,000). AID 504326, 2011; in the data active = activation above about 18%;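 note: 0% = vehicle-treated cells and 100% = reference agonist; values of inactives mirror those of a sister screen read the other way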
PKA-R2B activ: activators of PKA-R2B holoenzyme, primary screen, biochemical, fluorescence polarization, Cy5-IP20, human | cAMP-dependent protein kinase catalytic subunit beta (Homo sapiens) + cAMP-dependent … | PKA-R2B holoenzyme dissociation; R2B truncated from residue 108, S112A mutant; 0% DMSO only, 100% 113 µM cGMP | AID 504700, 2011 | actives 0.079% (n = 340,000) | activation, % at 11.4 µM;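 active = activation above a cutoff set at the mean over all compounds plus 3 SD, cut at about 18% in these data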;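 note: higher means more holoenzyme dissociation and a rise in polarization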
Starred values were filed as active, the others as inactive; x = not tested or not shown.

SMILES	V-ATPase pHluor	PKA-R1A activ	HTR5A ag	HTR5A inv ctr	OPRM1-OPRD1 inv	DAGLB inhibitor	Arr AP2 block	Pemphigus Ab inh	OPRM1-OPRD1 ag	PKA-R2B activ
O=C(Nc1ccc(Cl)cc1)c1nc[nH]c1C(=O)Nc1ccccc1F	-2	-5	x	x	x	-5	x	106	x	-11
Cc1cc(C)n(Cc2ccc(C(=O)N/N=C/c3ccc(-c4ccc([N+](=O)[O-])cc4)o3)o2)n1	-7	13	8	-31	-27	-1	43	x	4.7	-2
COc1cc(OC)c2c(O)c3c(c(-c4c5c(c(O)c6c(OC)cc(OC)cc46)CO[C@@H](C)[C@H]5O)c2c1)[C@H](O)[C@H](C)OC3	-1	-3	-1	-1	-10	28	8	74*	2.0	5
O=C(C1CC1)N1CCN=C1SCc1ccccc1	1	6	-1	2	7	1	3	x	-1.3	17
Cc1ccc([N+](=O)[O-])c(C)[n+]1C	1	2	2	-5	-27	0	-5	95	3.8	3
O=C(Cc1ccc(Cl)cc1)N1CCN(c2ccc(F)cc2)CC1	1	12	-2	6	16	-1	0	101	-3.4	-3
CCN(CC)CCNc1c2c(c(C#N)c3nc4ccccc4n13)CCCC2	-3	0	3	-1	1	0	19	99	-0.3	-8
NC(=O)C1CCCN(C(=O)c2cccc(S(=O)(=O)N(Cc3ccccc3)c3ccccc3)c2)C1 (configuration not stated)	3	3	7	11	-1	0	-16	111	0.3	-4
O=C(Nc1ncccc1O)c1ccc2c(c1)OCO2	0	1	1	-1	4	-3	-2	111	-0.7	3
COC(=O)c1cccc(NC(=O)CSc2nnc(COc3cccc(C)c3)n2C)c1	-3	-3	-1	-28	10	1	13	106	-1.8	-1
Cc1ccccc1NC(=O)/C(=C\c1cccs1)NC(=O)c1ccco1	5	6	2	-14	-1	1	8	101	0.2	-3
Cc1cc(C)n(-c2nnc(C)n2/N=C/c2ccccc2O)n1	1	8	4	-15	4	-1	36	x	-0.7	-4
COc1cccc(OC)c1C(=O)Nc1ccc(Cc2ccncc2)cc1	-2	13	1	4	2	-1	-7	93	-0.3	10
O=C(O)CSc1nc(-c2ccccc2)cc(=O)[nH]1	-2	-7	1	-4	15	0	5	98	-2.7	-3
CC(C)Cn1c(SCC(=O)N2CC(=O)Nc3ccccc32)nc2ccccc21	-2	-5	1	-3	22	0	-7	97	-3.6	2
COc1ccc(CCNC(=O)C(Sc2ccccn2)c2ccccc2)cc1OC (configuration not stated)	-3	-3	3	3	13	-2	-26	x	-2.6	-5
CN1C(=O)NC(c2ccccc2)(C(F)(F)F)S/C1=C(/C#N)c1nnc(N2CCOCC2)n1-c1ccccc1 (configuration not stated)	2	-2	-1	2	7	3	6	87	-1.2	-6
CCOc1ncccc1C(=O)Nc1ccc2c(C)cc(=O)oc2c1	-2	6	1	-2	3	0	25	x	-0.6	10
COc1cccc(-n2ccnc2SCC(=O)Nc2cc(C)on2)c1	-3	1	-3	14	-14	0	-6	103	3.0	-3
Cc1ccc(NC(=S)NNC(=O)CCn2cc(C)cn2)cc1	-6	-6	-1	9	13	-4	5	104	-2.3	0
Cc1nn(-c2ccccc2)c(C)c1/C=N/NC(=O)CSc1nnc(SCc2ccc(Cl)cc2)s1	1	7	5	15	-16	-5	0	101	3.0	-12
Cc1cccc(C)c1NC(=O)COC(=O)c1ccc2c(c1)OCO2	2	4	2	1	-1	1	-10	84	0.2	-4
CS(=O)(=O)c1ccc2nc(NC(=O)C3CCCO3)sc2c1 (configuration not stated)	-1	-12	0	0	9	-2	9	95	-1.9	5
Cc1nn(C)cc1S(=O)(=O)Nc1ccccc1Br	3	2	-2	-4	18	3	-16	103	-3.4	-2
CCCCN(CCCC)CCNC(=O)c1cn(CC)c2ccc(S(=O)(=O)N3CCc4ccccc4C3)cc2c1=O	3	-3	3	6	21	-4	25	105	-4.1	-6
The listing continues.
SMILES	V-ATPase pHluor	PKA-R1A activ	HTR5A ag	HTR5A inv ctr	OPRM1-OPRD1 inv	DAGLB inhibitor	Arr AP2 block	Pemphigus Ab inh	OPRM1-OPRD1 ag	PKA-R2B activ
CC(C(=O)N/N=C/c1ccc(N(C)C)c(Br)c1)N(c1ccccc1)S(C)(=O)=O (configuration not stated)	9	-9	5	14	8	-1	-3	x	-1.9	-3
COC(=O)C1=C(C)N(CCCC(=O)O)C(=O)NC1c1ccccc1OS(=O)(=O)c1ccc([N+](=O)[O-])cc1 (configuration not stated)	1	-17	0	0	-300	1	2	98	51*	-13
CC1CCCC(C)N1/N=C/C=C/c1ccccc1[N+](=O)[O-] (configuration not stated)	-2	-2	0	-1	3	6	-31	100	-0.7	-5
O=C(CN1C(=O)NC(Cc2ccccc2)C1=O)Nc1ccccc1 (configuration not stated)	3	-5	-4	12	14	1	4	102	-2.6	4
Cn1nc(C(C)(C)C)cc1C(=O)NCc1cc(F)cc2c1OCOC2	0	1	4	-2	-5	-1	1	103	1.0	-2
Cc1c(S(=O)(=O)N2CCC(C)CC2)c(=O)n(C)c(=O)n1C	0	-4	-2	6	1	-3	23	116	-0.2	1
COc1ccccc1CNc1nc2ccccc2n1CCN1CCCCC1	-2	-12	x	x	x	-1	-5	100	x	0
CN(C1CCCCC1)C(CNS(=O)(=O)c1ccccc1)c1ccccc1 (configuration not stated)	1	-17	3	0	-16	-6	-10	94	2.9	2
CC(=O)N(CN1C(=O)CCC1=O)c1ccc(Cl)c(Cl)c1	5	-3	2	12	7	0	6	101	-1.3	11
N#CC1=C(SCC(=O)Nc2ccccc2)NC(=O)CC1c1ccco1 (configuration not stated)	-3	4	4	21	16	-3	3	104	-2.8	8
O=C(Nc1cccc(Br)c1)c1ccccc1-c1ccccc1	-3	-8	4	2	-17	-9	20	84	3.3	-13
Cc1cccc(NC(=O)NC2(C(=O)NCc3ccco3)CCCCC2)c1	-2	8	-2	-13	-1	2	-5	110	0.1	-14
O=C(NC1CC1)C1CC(=O)N(c2ccccc2)C1 (configuration not stated)	-1	-2	0	3	10	-1	1	x	-1.5	-1
CNC(=O)CN(c1ccc(F)cc1)S(=O)(=O)c1cc(C)ccc1OC	-2	-4	2	14	14	-2	2	103	-2.7	-10
CC1(c2ccccn2)Nc2ccccc2-c2nc3ccccc3n21 (configuration not stated)	7	6	-4	11	-11	-1	13	103	2.1	9
Cc1ccc(NC=C(S(=O)(=O)c2ccccc2)S(=O)(=O)c2ccccc2)cc1	-1	8	1	3	8	-4	2	x	-1.5	-3
CCOC(=O)c1sc(=S)n(-c2cc(F)ccc2F)c1N	0	12	-5	-37	-25	1	5	99	4.4	7
O=C(CCC1CCCCC1)NC1=NCCS1	-4	11	-2	-4	14	1	6	x	-2.7	-2
Cc1cc(C(=O)COC(=O)c2cc(Cl)c(O)c(Cl)c2)c(C)n1C	1	1	6	4	16	3	-11	97	-4.1	9
Cc1cc(Cl)c(S(=O)(=O)N2CCN(c3cccc(C)c3C)CC2)cc1OCC(N)=O	5	12	-2	5	-26	-1	6	103	5.9	-13
CCN1CCCC1CNS(=O)(=O)c1c(C)cc(C)cc1C (configuration not stated)	-5	7	6	-24	-6	-3	9	96	1.0	3
C=CCn1sc(=N)c(C#N)c1N	-2	-18	6	-16	-10	1	31	78	1.6	-2
Cc1ccc(/C=N/NC(=O)Cn2nc(C)c([N+](=O)[O-])c2C)o1	-1	3	-3	-22	12	3	3	104	-2.3	-8
CCCOCC(O)COc1ccccc1C(=O)N1CCOCC1 (configuration not stated)	0	-11	3	-3	8	-1	3	89	-1.4	9
COCCNC(=O)CCc1ccc(S(=O)(=O)Nc2ccc(C)cc2)cc1	-1	-7	-1	2	11	2	2	98	-2.1	6
Additional records follow:
SMILES	V-ATPase pHluor	PKA-R1A activ	HTR5A ag	HTR5A inv ctr	OPRM1-OPRD1 inv	DAGLB inhibitor	Arr AP2 block	Pemphigus Ab inh	OPRM1-OPRD1 ag	PKA-R2B activ
COc1ccccc1-c1ccc2c(c1)O[C@@H](CN(C)C(=O)Nc1cccc(F)c1)[C@H](C)CN([C@H](C)CO)S2(=O)=O	0	-15	x	x	x	0	x	106	x	1
CCCCCCSc1ccc(-c2nc3ccccn3c2NCCCC)cc1	1	8	2	-4	12	-9	4	108	-2.0	-1
CC(C)C(NC(=O)OC(C)(C)C)C(=O)NC(CCC(=O)OCc1ccccc1)C(N)=O (configuration not stated)	-2	6	0	-33	-6	-1	6	98	1.1	6
CCOC(=O)C(C)Sc1nc2c(c(-c3cccs3)c1C#N)CCC2 (configuration not stated)	1	7	-2	4	-7	-13	13	83	1.1	3
CCOc1ccc(S(=O)(=O)N2CCC(C(=O)N3CCN(c4ccccc4F)CC3)CC2)cc1C	-2	-7	5	26	6	-1	28	117	-1.1	-5
CCOC(=O)C1=C(COC(=O)c2cc(Br)c(Br)s2)NC(=O)NC1C (configuration not stated)	0	5	0	1	-11	1	-19	94	2.1	-15
CCNC(=O)NC(=O)C(C)OC(=O)C1CCN(S(=O)(=O)c2ccccc2C(=O)OC)CC1 (configuration not stated)	0	1	1	-4	6	0	-12	103	-1.2	9
C/C(=N/NS(=O)(=O)c1ccc(Cl)cc1)c1cccc(O)c1	2	0	0	-1	10	0	10	97	-1.8	-4
COc1ccc(-n2c(=O)c3c4c(sc3n(CC(N)=O)c2=O)CCCCC4)cc1	2	5	1	11	3	2	-1	110	-0.5	-14
CC(C)CNC(=O)NC(=O)COc1ccc(C=O)cc1	-3	4	-2	-19	13	-3	15	96	-2.3	-7
COc1cc(CCC(C)=O)ccc1OC(=O)c1c(F)cccc1Cl	-1	-7	-1	12	17	-1	-8	x	-3.4	-19
O=C(NNC(=O)c1cc(-c2ccncc2)nc2ccccc12)Nc1ccc(F)cc1	-1	-2	0	1	8	0	25	109	-1.9	1

Structures from the list above containing an NH in an aromatic ring, in the order listed:
SMILES	V-ATPase pHluor	PKA-R1A activ	HTR5A ag	HTR5A inv ctr	OPRM1-OPRD1 inv	DAGLB inhibitor	Arr AP2 block	Pemphigus Ab inh	OPRM1-OPRD1 ag	PKA-R2B activ
O=C(Nc1ccc(Cl)cc1)c1nc[nH]c1C(=O)Nc1ccccc1F	-2	-5	x	x	x	-5	x	106	x	-11
O=C(O)CSc1nc(-c2ccccc2)cc(=O)[nH]1	-2	-7	1	-4	15	0	5	98	-2.7	-3
